Screening results as filed in PubChem BioAssay.
FLuc counter: qHTS profiling assay for firefly luciferase inhibitor/activator using purifed enzyme and Km concentrations of substrates (counterscreen for miR-21 project); Luciferin 4-monooxygenase (Photinus pyralis), P08659; purified FLuc, Km substrates, luminescence inhibition; Potency, µM (doses to about 57.5 µM), for inactives: at the top dose activity change, negative = inhibition, actives largely listed as inhibitors; 360,000 tested, 6.9% active; active = well fitted inhibition curve with a large enough effect; inconclusive = small, poorly fitted or top-dose-only effect;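 note: plate controls were vehicle for no effect and reference inhibitor for full effect; nearly all actives have a fitted effect of over 55% in size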
Target sequence (P08659 whole entry, looked up): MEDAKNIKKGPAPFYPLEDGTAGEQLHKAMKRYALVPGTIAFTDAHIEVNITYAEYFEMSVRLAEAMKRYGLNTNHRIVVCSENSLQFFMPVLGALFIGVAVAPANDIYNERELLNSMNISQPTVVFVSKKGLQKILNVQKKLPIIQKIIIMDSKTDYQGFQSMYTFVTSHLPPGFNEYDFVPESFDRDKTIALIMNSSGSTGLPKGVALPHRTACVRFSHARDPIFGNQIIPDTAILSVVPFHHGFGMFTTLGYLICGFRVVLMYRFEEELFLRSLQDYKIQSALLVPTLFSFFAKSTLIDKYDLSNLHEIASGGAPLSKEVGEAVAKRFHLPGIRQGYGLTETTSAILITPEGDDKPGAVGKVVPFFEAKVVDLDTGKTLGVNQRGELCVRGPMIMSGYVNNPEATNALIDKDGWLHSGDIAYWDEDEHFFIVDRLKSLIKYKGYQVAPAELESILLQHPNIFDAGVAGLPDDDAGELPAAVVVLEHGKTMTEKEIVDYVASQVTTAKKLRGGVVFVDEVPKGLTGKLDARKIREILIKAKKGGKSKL
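Purified P. pyralis luciferase, 10 nM final, with Km-level 10 uM D-luciferin and 10 uM ATP in 50 mM Tris acetate pH 7.5, 10 mM Mg acetate, 0.01% Tween-20, 0.05% BSA; 6-point qHTS titration about 60 µM downward; luminescence read.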
* hit, by the source's call; ? = inconclusive. Potency is the fitted concentration of half-maximal effect. A portion of the library; the hit share may differ from the screen's.

| structure | FLuc counter |
| --- | --- |
| CCCOc1ccc(C(=O)Nc2ccc(NC(=O)c3ccccc3)c(Br)c2)cc1 | 0.8% |
| N#Cc1c[nH]n2c(NC3CCCCC3)c(-c3ccc(F)cc3)nc12 | -3.4% |
| COc1cc(Nc2nc3c(S(=O)(=O)c4cccc(Cl)c4)nnn3c3ccsc23)cc(OC)c1 | 1.8% |
| COc1cccc(CNC(=O)N2CCC(CN3CCC(C)CC3)CC2)c1 | -0.9% |
| CCc1ccccc1NC(=O)C1CCC(CNS(=O)(=O)c2ccc3c(c2)CC(C)N3C(C)=O)CC1 (centres undefined) | 4.4% |
| CN(C)c1ccc(CNC(=O)C2CCN(Cc3cc4ccccc4n3Cc3ccccc3)CC2)cc1 | 4.9% |
| Cc1c(C(=O)N2CCC(C)CC2)c(S(=O)(=O)Nc2cccc(C#N)c2)c(C)n1C | -12.1% |
| CCOc1ccc2oc(=O)cc(CN3CCN(C(=O)c4ccc(Cl)cc4)CC3)c2c1 | -9.1% |
| N#C/C(=C\c1ccccc1)c1nc(-c2cc3c(ccc4ccccc43)oc2=O)cs1 | -6.5% |
| CC(=O)Nc1ccc(NC(=O)c2cc3c(=O)n(Cc4cccnc4)ccc3nc2C)cc1 | 2.6% |
| CCC(=O)N1c2ccccc2CC1C(=O)NCCc1ccc(C)cc1 (centres undefined) | 1.3% |
| O=C(CS(=O)(=O)c1ccc(Cl)cc1)Nc1nc2ccc(Br)cc2s1 | -5.0% |
| COc1ccc(-c2nnc(SCC(=O)Nc3ccc(C(C)=O)cc3)nc2-c2ccc(OC)cc2)cc1 | -4.1% |
| CCc1ccccc1Nc1ncnc2c1nc1n2CCCC1 | 2.9% |
| CN(C)c1ccc(NC(=O)CCSc2nc(-c3ccco3)cc(C(F)(F)F)n2)cc1 | 9.53µM* |
| Oc1ccccc1-c1nc(/C=C/c2ccc(F)cc2)no1 | 0.757µM* |
| CN1c2ccccc2-c2nc(SCC(=O)Nc3ccccc3C(F)(F)F)ncc2S1(=O)=O | -2.8% |
| COc1ccccc1C1=Nn2c(nc3sc(C(=O)Nc4ccccc4Cl)c(C)c3c2=O)SC1 | -8.2% |
| O=C(O)c1c(-c2ccccc2)oc2ccc(OCc3c(F)cccc3Cl)cc12 | ? |
| Cc1ccc2nc(-c3cc(NC(=O)/C=C/c4ccccc4)ccc3Cl)oc2c1 | ? |
| Cc1ccc2nc(COc3cccc(NC(=O)Nc4ccc(C)c(Cl)c4)c3)cc(=O)n2c1 | -15.5% |
| COc1ccc(-c2noc(N3CCN(c4ccc(Cl)cc4)CC3)n2)cc1OC | -2.2% |
| Cc1oc(-c2ccc(Cl)cc2)nc1CS(=O)CC(=O)NCc1ccc(Cl)cc1 (centres undefined) | -0.8% |
| Cc1cc(NC(=O)CCc2nc3cccnc3n2-c2ccccc2)ccc1Br | -7.6% |
| COc1cc(NC(=O)c2cc3cc4ccc(OC)c(Cl)c4nc3s2)cc(OC)c1 | -2.7% |
| COc1ccc(CNC(=O)c2nc(SCc3ccccc3F)ncc2Cl)cc1 | -2.6% |
| Cc1ccccc1NC(=O)Cn1c(=O)n(Cc2ccc3c(c2)OCO3)c(=O)c2oc3ccccc3c21 | 3.4% |
| CC(=O)c1ccc(NC(=O)Cn2c(=O)c3cccn3c3ccccc32)cc1 | -15.0% |
| CCCN1Cc2cccc(C(=O)Nc3cc(Cl)ccc3C)c2C1=O | -7.6% |
| O=C(NCc1ccccc1F)C1CCN(Cc2cc3ccccc3n2Cc2cccc(Cl)c2)CC1 | -1.9% |
| O=C(NCc1cccs1)c1nn(-c2ccccc2)nc1CO | -13.3% |
| Cc1cccc(CS(=O)(=O)CC2Nc3ccc(C(=O)NCc4ccccc4Cl)cc3NC2=O)c1 (centres undefined) | -16.1% |
| COc1ccc(Cl)cc1NC(=O)Cc1coc2c(C)c(C)ccc12 | -8.3% |
| O=C(CCn1c(=O)c2cccn2c2cccnc21)Nc1ccccc1C(F)(F)F | -1.3% |
| Cc1ccccc1C(=O)Nc1ccc(S(=O)(=O)N2CCC(c3nc4ccccc4s3)CC2)cc1 | 0.2% |
| CCOC(=O)CSc1nc2sc3c(c2c(=O)n1-c1ccccc1)CC(C(C)C)OC3 (centres undefined) | -3.5% |
| CC(=O)N1CCc2cc(S(=O)(=O)NC(CC(C)C)C(=O)Nc3cc(C)cc(C)c3)ccc21 (centres undefined) | -1.9% |
| O=C(NCc1ccc(Cl)cc1)C1=Cc2cc(Br)ccc2OC1 | -7.6% |
| Cc1nncn1-c1ccc(C(=O)Nc2cc(F)ccc2F)cc1 | -0.5% |
| CCC(=O)N1CCCc2cc(S(=O)(=O)N3CCC(C(=O)Nc4cccc(Cl)c4)CC3)ccc21 | -6.4% |
| Cc1nc(-c2cccc(F)c2)sc1CCNC(=O)c1c(F)cccc1Cl | -15.4% |
| O=C(CSc1nc(-c2cccs2)nc2cc(=O)[nH]n12)Nc1ccc(F)cc1 | -0.5% |
| Cc1ccc(-n2ncc3c(NCCc4ccccc4)ncnc32)cc1C | ? |
| O=C(CSc1nnc(-c2ccccc2)c(-c2ccccc2)n1)NC1CCCC1 | -10.6% |
| COc1ccc(N2CCN(Cc3nc4c(c(=O)[nH]c(=O)n4C)n3Cc3ccccc3F)CC2)cc1 | 4.6% |
| Cc1noc(Cn2c(=O)c3ccccc3n(CC(=O)Nc3ccc(F)cc3F)c2=O)n1 | -2.7% |
| COc1ccc(CNc2ccc3cc(S(=O)(=O)N4CCCCC4)ccc3n2)cc1 | 3.2% |
| Cc1ccc(-n2cnc3cc(C(=O)NCCC4=CCCCC4)ccc32)cc1Cl | -7.9% |
| COc1cccc(-c2nc(CS(=O)(=O)CC(=O)N3CCN(c4ccccc4)CC3)c(C)o2)c1 | -0.5% |
| Cc1ccc(-c2nnc(Nc3ccc(F)cc3)c3ccccc23)cc1S(=O)(=O)NC(C)C | ? |

(further entries)
| structure | FLuc counter |
| --- | --- |
| COc1ccc(C(=O)COC(=O)CCCC(=O)Nc2ccc(C(C)=O)cc2)cc1 | 5.36µM* |
| CCOc1ccccc1NS(=O)(=O)c1ccc2oc(=O)c3ncn(C)c3c2c1 | 0.2% |
| Cc1c(C(=O)N2CCC(C)CC2)c(S(=O)(=O)NCc2ccc(Br)cc2)c(C)n1C | 0.7% |
| CCCS(=O)(=O)c1c(S(=O)(=O)CCC)c2cc(CC)ccn2c1C(=O)c1ccc(OC)cc1 | -6.0% |
| COc1ccccc1NC(=O)C(=O)NCC(c1ccc2c(c1)OCO2)N1CCN(C)CC1 (centres undefined) | 6.9% |
| CS(=O)(=O)Nc1ccc(-c2nc3ccccc3s2)cc1 | 1.07µM* |
| Cc1nc(-c2ccccc2)sc1-c1ccc(SCC(=O)Nc2cccc(C(F)(F)F)c2)nn1 | -15.3% |
| Cc1ccc(OCCn2cc(C(=O)c3cccs3)c3ccccc32)cc1 | 3.1% |
| Cc1ccc(CNC(=O)CSc2nnc(C)c3c(C)n(-c4ccccc4)nc23)cc1 | -15.9% |
| CCc1c(C)nc(SCc2nc(-c3ccccc3C)no2)[nH]c1=O | ? |
| Cc1ccc(Cl)cc1NC(=O)C(NS(=O)(=O)c1cccc2nsnc12)c1ccccc1 (centres undefined) | ? |
| COc1ccc(C2CC(=O)c3c([nH]c(C(=O)OC4CCC(C)CC4)c3C)C2)cc1OC (centres undefined) | 2.4% |
| Cc1cccc(-c2nc3c4ccccc4n(CC(=O)Nc4cccc(F)c4)c(=O)n3n2)c1 | 23.9µM* |
| Cc1ccc(CNC(=O)CCS(=O)(=O)c2cc(Br)cc3c2N(C(=O)C2CC2)CC3)cc1 | 3.5% |
| CN1C(C(=O)NC(C)(C)C)=CC(c2ccc3c(c2)OCO3)=NS1(=O)=O | 6.9% |
| O=C(Nc1nnc(S(=O)(=O)N2CCN(c3ccc(F)cc3)CC2)s1)c1ccc(Cl)cc1 | -11.3% |
| COCCc1nn2c(=O)cc(COC(=O)c3ccc(Br)cc3)nc2s1 | -0.6% |
| COc1ccccc1NC(=O)CCNS(=O)(=O)c1ccc2c(c1)CCN2C(=O)C1CC1 | -6.6% |
| CCOc1ccc(-n2c(=O)c3c(C)c(C)sc3n(CC(=O)c3ccccc3)c2=O)cc1 | -0.4% |
| Cc1ccc(C)c(N2CCN(C(=O)Cn3ncc4c(=O)oc5ccc(C)cc5c43)CC2)c1 | 2.2% |
| CCC(=O)N1CCc2cc(S(=O)(=O)NC(CC(C)C)C(=O)Nc3ccc(CC)cc3)ccc21 (centres undefined) | -1.7% |
| Cc1ccc(CNC(=O)CCc2c(C)nc3c(c(C)nn3-c3ccccc3)c2C)cc1 | -3.7% |
| Cc1c(CNC2CCCCCC2)c(C(=O)O)c(C)n1Cc1ccc(F)cc1 | -0.5% |
| CCOc1ccccc1CNCc1cccn1-c1nnc(N2CCN(c3ccccc3)CC2)s1 | -2.2% |
| COCCNC(=O)c1cc2c(Cl)nc3ccc(C)cc3c2s1 | -1.1% |
| Cc1cc(OCCn2cc(C(=O)c3cccs3)c3ccccc32)ccc1Cl | 1.1% |
| Cc1ccccc1NC(=O)c1c(C)oc2ccc(O)c(CN3CCC(C)CC3)c12 | 2.3% |
| Cc1c(C(=O)NCc2ccccc2Cl)sc2nc3n(c(=O)c12)CCC3 | -11.5% |
| CCc1nc2nc(C)cc(Nc3ccc(OC)cc3OC)n2n1 | 4.3% |
| COc1cccc(CNC(=O)C(Cc2ccccc2)NS(=O)(=O)c2ccc3c(c2)oc(=O)n3C)c1 (centres undefined) | -0.1% |
| O=C(CN1C(=O)CSc2ccc(S(=O)(=O)N3CCCC3)cc21)Nc1cccc(Cl)c1 | -12.0% |
| Cc1cccc(CNC(=O)c2ccc3c(c2)c(C)c(C)n3Cc2ccccc2)c1 | 5.4% |
| CCOc1ccc(CCNC(=O)Cn2c(-c3cccs3)cc3ccccc32)cc1OCC | -5.3% |
| Cc1cccc(C(=O)N2CCc3cc(CNC(=O)CCc4ccccc4)ccc32)c1 | -4.9% |
| Cc1c(-c2nc(-c3ccc4c(c3)OCO4)no2)nnn1-c1cccc(C(F)(F)F)c1 | 3.5% |
| O=C(NCCO)C(=O)Nc1c2c(nn1-c1ccc(F)cc1)CSC2 | 3.5% |
| O=C1CN(C(=O)Nc2ccccc2C(F)(F)F)C(c2ccccc2)c2c(sc3c2CCCC3)N1 (centres undefined) | -7.1% |
| Cn1c(=O)cc(OCCCC(=O)Nc2ccc(F)cc2)c2ccccc21 | -0.5% |
| CC(=O)N1CCc2cc(CNS(=O)(=O)c3ccc(Br)s3)ccc21 | -1.7% |
| COCCCNC(=O)c1cc2cc(S(=O)(=O)N3CCCCC3)ccc2n1C | -6.4% |
| COc1ccccc1C(=O)Nc1ccc(C(=O)OCc2cc(=O)n3ccsc3n2)cc1 | -1.0% |
| COc1ccc(Cc2nc3ccc(C(=O)NCCc4ccccc4)cc3o2)cc1 | 3.8% |
| CCn1c(CN2CCCCC2)nc2cc(NC(=O)COc3ccc(C(C)(C)C)cc3)ccc21 | 0.2% |
| CCOC(=O)c1cc(-c2ccccc2)n(CCC(=O)NCc2ccccc2Cl)c1C | 0.7% |
| COC(=O)c1ccccc1NC(=O)c1nc(SCc2ccccc2C)ncc1Cl | 0.6% |
| O=C(NCc1ccccc1F)C(=O)NCC(c1ccco1)S(=O)(=O)c1ccccc1 (centres undefined) | 4.8% |
| O=C(CSc1nc2ccsc2c(=O)n1Cc1ccccc1F)NCc1ccccc1Cl | -4.9% |
| Cc1nn(C)c2c1c(-c1ccccc1)cc(=O)n2C(C)C(=O)NCc1ccc(F)cc1 (centres undefined) | -10.0% |
| COc1ccc(C2NC(=O)N(C)C3=C2C(=O)N(c2ccc(F)cc2)C3)cc1 (centres undefined) | 0.3% |
| COc1cc(-c2nnc(SCC(=O)Nc3cccc(C#N)c3)o2)cc(OC)c1OC | 1.3% |

(more compounds)
| structure | FLuc counter |
| --- | --- |
| O=C(Nc1ccccc1C(=O)OCc1cc(=O)n2c3c(sc2n1)CCCC3)c1ccccc1 | 4.3% |
| COc1cccc(N2CCN(S(=O)(=O)c3ccc4[nH]c5c(c4c3)CCCC5)CC2)c1 | -0.6% |
| COc1ccc2c(Sc3ccccc3)c(C(=O)NCCCN3CCCCC3)[nH]c2c1 | 0.9% |
| CCc1ccccc1Nc1ncnc2c1cnn2-c1ccc(Cl)cc1 | 12µM* |
| Cc1cc(C)c(NC(=O)c2cc(S(=O)(=O)N3CCN(c4ccccc4F)CC3)ccc2F)c(C)c1 | -1.1% |
| O=C(NCc1ccc2c(c1)CCN2C(=O)c1ccc(F)cc1)c1ccco1 | -11.7% |
| Cc1nc2c(C(=O)NCCC(C)C)cnn2c(C)c1Cc1c(F)cccc1Cl | -0.2% |
| CC(=O)c1ccc(NC(=O)CSc2cn(CC(=O)N(C(C)C)C(C)C)c3ccccc23)cc1 | -13.7% |
| COC(=O)c1ccc(NC(=O)Cn2ccn3nc(-c4ccc(OC)cc4)cc3c2=O)cc1 | 3.0% |

Structural class: the compounds so far with an NH in an aromatic ring (seven)
| structure | FLuc counter |
| --- | --- |
| N#Cc1c[nH]n2c(NC3CCCCC3)c(-c3ccc(F)cc3)nc12 | -3.4% |
| O=C(CSc1nc(-c2cccs2)nc2cc(=O)[nH]n12)Nc1ccc(F)cc1 | -0.5% |
| COc1ccc(N2CCN(Cc3nc4c(c(=O)[nH]c(=O)n4C)n3Cc3ccccc3F)CC2)cc1 | 4.6% |
| CCc1c(C)nc(SCc2nc(-c3ccccc3C)no2)[nH]c1=O | ? |
| COc1ccc(C2CC(=O)c3c([nH]c(C(=O)OC4CCC(C)CC4)c3C)C2)cc1OC (centres undefined) | 2.4% |
| COc1cccc(N2CCN(S(=O)(=O)c3ccc4[nH]c5c(c4c3)CCCC5)CC2)c1 | -0.6% |
| COc1ccc2c(Sc3ccccc3)c(C(=O)NCCCN3CCCCC3)[nH]c2c1 | 0.9% |
